# beta cell repl: MIN6 beta-cell proliferation induction; 0.29% of 330,000 active; proliferation, % at 10 µM; MIN6 cells proliferation, ATPlite luminescence, 48 h; cells starved in 0.2% serum; 100% = growth in 10% serum;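 active = compounds whose signal lies at least 3.5 SD above the mean of all wells on their plate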;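 note: 0% = DMSO-treated cells in low-serum medium and 100% = 10% serum control; some compounds called inactive have numbers as strong as hits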
# NLRP3 yeast inh: blocks the NALP3 inflammasome reconstituted in yeast. AID 2825. 0.39% of 330,000 active. inhibition, % at 10 µM. Yeast reconstituted NLRP3/ASC/caspase-1, beta-gal luminescence, 24 h;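 active = inhibition of 50% or more; inactive = inhibition below 50%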;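 note: plate controls were induced DMSO wells for no effect and uninduced yeast grown without galactose for full effect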
# APOBEC3G inh: inhibitors of human APOBEC3G DNA deaminase. recombinant A3G, ssDNA deamination FAM/TAMRA fluorescence. inhibition, % at 20 µM. AID 493012. 0.28% of 330,000 active. Q9HC16;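 active = inhibition of at least 40% at 20 µM, with no more than 30% in the related APOBEC3A deaminase screen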;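 note: plate controls were DMSO wells with A3G for no effect and wells lacking A3G enzyme for full effect; some compounds called inactive have numbers as strong as hits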
# Target sequence (Q9HC16 whole entry, looked up): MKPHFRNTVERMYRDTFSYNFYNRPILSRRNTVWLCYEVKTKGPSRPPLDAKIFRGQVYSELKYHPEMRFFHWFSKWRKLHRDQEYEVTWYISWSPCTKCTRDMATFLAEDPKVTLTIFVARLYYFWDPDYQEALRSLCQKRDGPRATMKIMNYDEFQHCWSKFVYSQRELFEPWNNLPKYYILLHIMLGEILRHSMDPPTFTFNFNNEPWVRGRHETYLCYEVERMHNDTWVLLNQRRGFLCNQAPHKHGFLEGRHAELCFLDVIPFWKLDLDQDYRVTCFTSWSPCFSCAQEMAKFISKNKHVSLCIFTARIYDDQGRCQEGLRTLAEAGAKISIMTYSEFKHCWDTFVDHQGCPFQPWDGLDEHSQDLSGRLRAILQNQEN
# mIAP inh: blocks mouse intestinal alkaline phosphatase; 0.2% of 330,000 active; AID 2806; inhibition, % at 10 µM; purified mouse IAP, CDP-Star luminescence, 30 min;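 active = inhibition of at least 40% at 10 µM in the primary screen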;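 note: plate controls were DMSO with enzyme for no effect and no enzyme wells for full effect; values of inactives mirror those of a sister screen read the other way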
# SENP1 FRET inh: inhibitors of human SENP1 SUMO protease catalytic domain; recombinant SENP1 catalytic domain, CyPet-SUMO1-YPet FRET cleavage; inhibition, % at 10 µM; 0.21% of 360,000 active; Q9P0U3;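 active = inhibition at least 30% at 10 µM, raw YFP signal under a set limit, fluorescence ratio 0.5 to 1.5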;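 note: 0% = enzyme with DMSO and 100% = no enzyme wells; some results filed as inactive read as strong as hits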
# Target sequence (Q9P0U3 419-644 limits assumed): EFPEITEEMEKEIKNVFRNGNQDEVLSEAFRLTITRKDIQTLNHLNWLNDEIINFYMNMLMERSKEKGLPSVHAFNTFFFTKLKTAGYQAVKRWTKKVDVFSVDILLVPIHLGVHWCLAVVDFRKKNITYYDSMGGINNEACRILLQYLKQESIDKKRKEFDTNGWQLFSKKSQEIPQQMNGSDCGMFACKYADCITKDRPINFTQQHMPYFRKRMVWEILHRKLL
#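 Test system: hSENP1 catalytic domain, recombinant; Amount: 20 pM final SENP1 enzyme; Medium: Tris pH 8 buffer plus EDTA, NaCl, BME, BSA, NP40, catalase; Schedule: 50 min enzyme reaction, room temperature, light-protected; Technique: FRET fluorescence in CFP and YFP emission channels; Controls: no-enzyme wells low, DMSO-plus-enzyme wells high control.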
# hIAP activ: human IAP activation; P09923; purified human IAP, CDP-Star luminescence, 30 min; active compounds read high; 1 = vehicle-only enzyme, 0 = enzyme-free background; 0.16% of 330,000 active; activation factor at 10 µM;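 active = activation factor of the enzyme at least 2-fold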; note: the source names both 10 and 20 µM as test concentration; values of inactives mirror those of a sister screen read the other way
# A3A deaminase: blocks human APOBEC3A ssDNA deamination. recombinant A3A, FAM/TAMRA ssDNA deamination fluorescence. inhibition, % at 20 µM. 0.41% of 330,000 active. AID 493011;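 active = at least 40% inhibition at 20 µM here, with at most 30% in a related deaminase screen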;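 note: plate controls were A3A with DMSO for no effect and wells lacking A3A enzyme for full effect; some results filed as inactive read as strong as hits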
# Target sequence (P31941 whole entry, looked up): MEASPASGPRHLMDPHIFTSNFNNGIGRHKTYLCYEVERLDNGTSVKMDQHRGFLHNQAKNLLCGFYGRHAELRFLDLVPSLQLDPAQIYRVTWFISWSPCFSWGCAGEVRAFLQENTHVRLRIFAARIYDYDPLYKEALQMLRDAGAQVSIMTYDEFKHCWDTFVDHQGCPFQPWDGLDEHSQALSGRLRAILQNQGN
# hIAP inh: blocks human intestinal alkaline phosphatase. inhibition, % at 10 µM. P09923. 0.12% of 330,000 active. AID 2544. purified IAP, CDP-Star luminescence, 30 min;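 active = inhibition reaching a set limit with compound at 10 µM in the primary screen, cut at about 35% in these data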;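 note: plate controls were DMSO wells with enzyme for no effect and no-enzyme buffer wells for full effect; values of inactives mirror those of a sister screen read the other way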
# mIAP activ: mouse IAP activation | muIAP, CDP-Star luminescence, 30 min; active compounds read high; 1 = vehicle-only enzyme signal, 0 = enzyme-free wells | activation factor at 10 µM | 0.24% of 330,000 active | AID 2805;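 active = activation factor of at least 2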; note: the source names both 10 and 20 µM as test concentration; values of inactives mirror those of a sister screen read the other way
#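 Assay system: mouse IAP enzyme / Compound: DMSO-dissolved test compounds / Timing: 30 min, room temperature / Measured by: luminescence from enzymatic CDP-Star hydrolysis / Control set: DMSO-only wells, enzyme-free buffer wells as negative control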
# Active calls of the source: *.
SMILES,beta cell repl,NLRP3 yeast inh,APOBEC3G inh,mIAP inh,SENP1 FRET inh,hIAP activ,A3A deaminase,hIAP inh,mIAP activ
Cn1c(COc2ccc(Cl)cc2)nnc1SCc1ncc(-c2ccccc2)o1,-3.3,-6.0,-3.0,-2.4,-0.3,1.2,-2.3,-20.0,1.02
CCOc1ccc(/C=N/OCC(=O)NC(c2ccccc2)c2ccccc2)cc1,-6.1,7.8,-3.7,-1.2,2.7,1.08,0.8,-7.8,1.01
Cc1ccc(CNC(=O)CN2CCN(c3ccc(F)cc3)CC2)cc1,-2.5,13.9,-3.1,-6.6,0.0,1.06,0.9,-6.3,1.07
O=C(NC(=S)Nc1cccnc1Cl)c1ccc(Cl)cc1,-3.8,20.9,-6.6,10.4,1.5,0.975,-2.5,2.5,0.896
CC(=O)Nc1ccc(SCC(=O)c2ccc(Br)s2)cc1,-0.3,22.2,26.5,-10.4,7.7,0.989,2.9,1.1,1.1
Cc1ccc(C(=O)O/N=C(\N)c2ccccn2)c(Cl)c1,-4.1,35.0,-6.3,3.5,4.0,1.17,1.0,-16.5,0.965
Cc1cc(-c2ccccc2)nc(N/N=C/c2ccc(N(C)C)cc2)n1,-0.9,17.0,-6.6,1.2,19.1,0.874,-3.9,12.6,0.988
CCC(C)[C@H]1CN=C(N)N1CCc1cc(C(F)(F)F)cc(C(F)(F)F)c1 (some centres not stated),-8.2,8.3,12.2,3.0,1.4,1.06,1.4,-6.3,0.97
CCCCOc1ccc(C(C)(O)CCN2CCOCC2)cc1 (configuration not stated),0.2,5.8,-7.8,-3.8,0.3,0.86,-2.1,14.0,1.04
CN(C)C(=S)SCC(=O)Nc1ccc(Cl)cc1Cl,-1.5,27.9,-7.1,-14.2,2.1,0.901,-0.3,9.9,1.14
Cc1ccc(-n2nnnc2SCC(=O)N2CC(=O)Nc3ccccc32)cc1,-1.8,8.8,-5.9,3.7,-3.3,1.01,-14.1,-1.1,0.963
Cc1ccccc1CNC(=O)C(=O)NCCC1CCCCN1S(=O)(=O)c1ccccc1 (configuration not stated),-2.4,11.8,-2.7,2.4,0.3,1.1,1.6,-10.3,0.976
CC1CCN(C(=O)Cn2c(=O)n(CCCC(=O)NCc3ccco3)c(=O)c3sccc32)CC1,3.2,15.1,-10.4,-3.1,0.8,0.983,-4.2,1.7,1.03
CC1(NC(=O)c2ccccc2)CCN(CCc2cccs2)C1=O (configuration not stated),-2.6,4.8,-6.1,3.3,1.9,0.995,-0.4,0.5,0.967
O=C(CC(C(=O)O)c1c[nH]c2ccccc12)c1ccccc1 (configuration not stated),-2.2,-19.1,-9.5,-1.2,-52.0,1.16,-4.4,-15.8,1.01
O=C(Nc1nc(-c2ccc([N+](=O)[O-])cc2)cs1)c1c(F)cccc1F,-0.8,-0.1,-5.8,-0.1,4.5,1.11,2.8,-10.8,1
Cc1cc(C)nc(N/N=C/c2ccccc2OCc2cccc(Br)c2)n1,-1.2,29.7,8.0,2.3,-5.2,0.985,-1.7,1.5,0.977
CN(CC(=O)Nc1ccc(F)cc1)C(=O)c1cccc(S(=O)(=O)N2CCN(c3ccccc3)CC2)c1,-2.5,0.7,-6.2,1.0,-0.4,1.18,-0.6,-18.4,0.99
O=C1CC(=O)N(Cc2cccs2)C(=O)N1,0.1,7.2,-0.5,0.6,-11.0,0.864,1.7,13.6,0.994
CCc1ccc2c(c1)cc(CN(Cc1ccco1)C(C)=O)c1nnnn12,10.8*,13.8,-6.6,8.2,2.0,0.939,0.3,6.1,0.918
COc1ccc(CNc2ncnc3cc(OC)c(OC)cc23)cc1,-0.8,23.2,0.6,-5.7,3.1,0.99,-2.1,1.1,1.06
Cc1cc(=O)cc(C)n1-c1ccc2c(c1)nc(C)n2-c1ccccc1,-0.9,13.6,-3.7,-17.1,2.1,0.999,-2.6,0.1,1.17
CC(=O)C1=C(O)C(=O)N(CCc2c[nH]c3ccccc23)C1c1ccccc1 (configuration not stated),1.8,13.3,-3.6,9.0,0.5,1.02,-1.1,-1.6,0.91
Cc1sc2nc(CN3CCCC3)nc(N3CCN(C(=O)c4ccco4)CC3)c2c1C,-2.3,6.7,-6.2,-6.5,-96.6,0.938,0.6,6.2,1.06
CCOC(=O)c1cc[nH]c1CC(=O)NC,8.5*,23.4,-6.6,1.2,1.5,0.924,-0.8,7.6,0.988
CCOC(=O)Cc1[nH]nc2c1C(Cc1ccccc1)C(C#N)=C(N)O2 (configuration not stated),-2.4,19.4,12.1,9.9,-10.2,1.1,3.3,-9.6,0.901
Cc1ccc(COc2ccccc2-c2cc(C(=O)N/N=C/c3cccnc3)[nH]n2)cc1,-3.4,35.4,-0.5,-4.0,-0.1,1.41,-1.8,-41.2,1.04
CC(C)C(=O)O/N=C(\N)c1ccc(Oc2ccc(Cl)cc2)c([N+](=O)[O-])c1,-2.9,16.9,-6.4,4.3,1.9,0.982,4.4,1.8,0.957
Cc1csc(C(=O)O)c1NC(=O)c1c(Cl)cccc1Cl,-3.5,9.4,-7.4,7.8,0.7,1.14,-5.0,-14.2,0.922
CCOc1ccc(CN(C(=O)c2ccccn2)c2ccc(OC)c(Cl)c2)cc1,0.0,-2.6,-8.1,7.3,-0.7,1.06,-0.4,-5.8,0.927
COc1ccc(Cn2ccnc2)cc1Br,-4.4,-4.0,-6.7,1.0,-0.8,0.98,-3.2,2.0,0.99
Cc1cc(C)n(-c2cccc(CN3CCC(CO)(Cc4ccccc4)CC3)c2)n1,1.2,24.4,-2.1,-9.4,1.5,1.03,4.7,-3.3,1.09
CSc1nc(N)n2nc(-c3ccc(Cl)cc3)cc2n1,-2.9,12.9,1.9,-4.7,1.3,1.15,-3.5,-15.4,1.05
COc1cc(C(=O)NC2CC3CCCC(C2)N3C2CC2)cc(OC)c1OC (configuration not stated),-0.1,2.5,2.6,1.4,-5.2,0.893,2.9,10.7,0.986
CCCCC(=O)OCc1nc2ccccc2s1,-2.2,-1.1,2.3,-8.1,-13.2,0.986,6.5,1.4,1.08
COc1cccc(-c2nc(CS(=O)(=O)CC(=O)Nc3cc(F)ccc3F)c(C)o2)c1,-0.7,16.6,1.4,-3.3,2.0,1.24,2.9,-24.3,1.03
O=C(NCCC(=O)N1CCCCCCC1)c1ccc(Br)cc1,1.8,25.6,-5.6,-11.3,-1.1,0.824,-3.1,17.6,1.11
O=C(/C=C/c1ccccc1)c1ccccc1O,-3.6,-5.2,-1.8,-5.2,2.7,0.967,-2.0,3.3,1.05
O=C1Nc2ccc(Br)cc2/C1=N/N=C/C1=C(N2CCOCC2)C(=C\c2ccccc2)/CC1,-3.8,16.9,8.5,12.8,1.1,0.969,5.5,3.0,0.872
CCc1ccc(CCN2C(=O)c3ccccc3C2=O)nc1,-0.8,-9.5,3.4,0.3,-1.2,1.02,3.5,-2.4,0.997
Cc1cnc(C(=O)OC(C(=O)c2ccccc2)c2ccccc2)cn1 (configuration not stated),-1.8,-64.9,-8.8,23.3,0.6,0.917,-3.1,8.3,0.767
Cc1nc(CN(C)C(=O)C2CCC(=O)N(CCc3cccc(F)c3)C2)cs1 (configuration not stated),0.8,2.7,-8.6,18.0,-0.2,0.975,-3.6,2.5,0.82
Cc1cccc2cc(/C=N/NC(=O)c3ccncc3)c(Cl)nc12,-1.6,20.3,2.0,10.1,0.9,0.826,2.2,17.4,0.899
Cc1cc(F)c(F)c(C(=O)N2CCC(C)CC2)c1Cl,-3.0,20.6,0.5,-1.0,1.0,0.994,3.9,0.6,1.01
CC1CCc2sc(C(=O)Nc3ccc(C(N)=O)cc3)cc2C1 (configuration not stated),-2.1,10.4,-7.2,-4.1,-11.9,1,-4.4,-0.4,1.04
O=C(N[C@@H](Cc1ccccc1)C(=O)O)c1ccc(C(F)(F)F)cc1,2.0,10.3,-7.4,-5.9,3.1,0.883,-3.6,11.7,1.06
O=C(CNC(=O)c1cccc(OC(F)F)c1)Nc1ccc(Cl)cc1,-2.6,2.1,-0.5,3.7,3.8,1.03,0.9,-3.4,0.963
CCOc1ccc(NC(=O)CSc2nc(C3CC3)nc3ccccc23)cc1,0.0,9.8,-7.4,8.9,0.0,0.854,-4.8,14.6,0.911

# Compound profiles (already shown).
# Entry for Cc1ccccc1CNC(=O)C(=O)NCCC1CCCCN1S(=O)(=O)c1ccccc1 (configuration not stated) → beta cell repl = -2.4; NLRP3 yeast inh = 11.8; APOBEC3G inh = -2.7; mIAP inh = 2.4; SENP1 FRET inh = 0.3; hIAP activ = 1.1; A3A deaminase = 1.6; hIAP inh = -10.3; mIAP activ = 0.976
# Entry for CCOc1ccc(NC(=O)CSc2nc(C3CC3)nc3ccccc23)cc1 → beta cell repl = 0.0; NLRP3 yeast inh = 9.8; APOBEC3G inh = -7.4; mIAP inh = 8.9; SENP1 FRET inh = 0.0; hIAP activ = 0.854; A3A deaminase = -4.8; hIAP inh = 14.6; mIAP activ = 0.911

# Remaining list, next part:
SMILES,beta cell repl,NLRP3 yeast inh,APOBEC3G inh,mIAP inh,SENP1 FRET inh,hIAP activ,A3A deaminase,hIAP inh,mIAP activ
CN(C)S(=O)(=O)Nc1ccc2c(c1)OCO2,-0.8,0.5,-3.3,4.1,0.4,1.05,-0.1,-5.1,0.959
CCCCCN(C(=O)CCC(=O)OC(C)C(=O)c1ccc(Cl)cc1)c1c(N)n(CCCC)c(=O)[nH]c1=O (configuration not stated),-3.1,3.0,-4.0,-0.2,0.7,1.04,1.3,-4.3,1
O=C(COc1ccccc1)NC1CCCCCCC1,3.3,5.8,8.7,-8.0,-0.5,0.9,3.0,10.0,1.08
O=C1c2ccc([N+](=O)[O-])cc2NC(c2ccco2)N1/N=C/c1ccco1 (configuration not stated),-0.9,-3.9,-5.6,10.2,19.7,1.1,5.6,-10.0,0.899
CC1CCC(C(C)C)C(OC(=O)C[n+]2cccc(C(N)=O)c2)C1 (configuration not stated),-1.5,8.1,2.6,9.3,2.1,0.892,-0.6,10.8,0.907
COc1ccc(-n2nc(C(=O)NCC(=O)NCCCN3CCOCC3)c3ccccc3c2=O)cc1,0.0,13.6,-4.6,6.1,2.3,0.919,-1.9,8.1,0.939
O=C(CCn1c(=O)oc2ccccc21)Nc1ccc(N2CCOCC2)cc1,1.4,16.8,-5.7,-4.7,5.1,1.01,0.4,-1.3,1.05
CC(=O)N1[C@H](C)C=C[C@]1(Cc1ccccc1)C(=O)NCCc1c[nH]c2ccccc12,2.3,8.7,-14.2,0.8,-10.7,0.84,-5.4,16.0,0.992
O=C(Nc1cccc(Cl)c1)N1CCN2C(=O)c3ccccc3C12c1ccccc1 (configuration not stated),-3.9,-3.7,-10.0,-107.8,3.4,0.831,-6.2,16.9,2.08*
COc1ccc(/C=C(/C#N)C(=O)Nc2cccc([N+](=O)[O-])c2)cc1C(=O)O,-3.3,14.7,0.5,0.0,-4.6,0.891,5.5,10.9,1

# Bioassay records from PubChem.

# These rows are one share of the data; count on the stated rates, not on these rows.
